# Source: PubChem BioAssay
# sdo1 growth: growth rescue of sdo1-depleted yeast, primary screen, S. cerevisiae, bone marrow failure model; S. cerevisiae sdo1-depleted JHY4D growth rescue, OD600 30 h; stronger effect = higher value; pdr5 snq2 efflux-pump mutant strain; z-score at 10 µM; hit rate 0.21% among 140,000; AID 817, 2007;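 active = z-score above 3 at both the 24 hr and the 30 hr optical density reads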;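 note: z-score against mean and SD of all compound wells on the same plate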
# Insulin prom inh: inhibitors of insulin promoter-driven GFP, primary screen, imaging, TRM-6 cells (human fetal islet line), eGFP reporter, cell count; inhibition, % at 2 µM; AID 1273, 2008; reporter expression induced with tamoxifen; hit rate 0.9% among 130,000;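 active = inhibition above the mean plus 3 SD, with well images judged a real hit on visual review, cut at about 60% in these data, passing the limit was not always enough; inconclusive = inhibition over the cutoff but images rejected on review; inactive = inhibition not above the cutoff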
# sdo1 growth Rescue 24 h: second read-out of sdo1 growth, no call of its own (marks repeat the call); z-score; S. cerevisiae sdo1-depleted JHY4D growth rescue, OD600; measured here: growth rescue at 24 h;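 0 is the plate mean of compound wells and units are plate SD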
# The depositor's hits bear a star; u = inconclusive; x = not tested or not shown; & = joins results of further samples; [ ] = another dose, or the depositor's remark. This is a subset; count on the stated rates, not on these rows.
sdo1 growth	sdo1 growth Rescue 24 h	Insulin prom inh	Molecule
0.94	1.1	14	CCOC(=O)C1CCN(S(=O)(=O)c2cn(C)c(=O)n(C)c2=O)CC1
-0.6	-0.94	-6	COc1ccc(OC(=O)CCCN2C(=O)c3ccccc3C2=O)cc1
1.4	0.4	x	Cc1ccc(S(=O)(=O)NC2=NCCCCC2)cc1
0.75	0.08	-16	CN(CCOC(=O)/C=C/c1ccccc1)C(C)(C)C
0.34	0.24	-39	CCN(CC)CCOCCOc1cc(C)c(Cl)c(C)c1
0.32	1.6	-19	CCC1Oc2ccc(C)cc2N(CC(=O)NCc2cccc(OC)c2)C1=O (configuration not stated)
-1.2	-0.6	30	Cc1ccc(CN2C(=O)/C(=C\c3ccc(C(=O)NCc4cccnc4)cc3)Oc3ccccc32)cc1
-1.7&0.23	-0.78&-0.03	0&0	O=C(Nc1cccc2nsnc12)c1cccs1
-0.21	-1.3	24	CC1CC(C)CN(c2ccc([N+](=O)[O-])cc2-c2nn[nH]n2)C1 (configuration not stated)
0.59	0.17	x	Cn1nc(C(=O)N2CCOCC2)c([N+](=O)[O-])c1C(=O)N1CCOCC1
-0.04	0.77	x	O=C(COc1nncc2ccccc12)NCCC1=CCCCC1
0.01	-0.54	x	COc1ccc(Cn2cc3c(-c4ccc(F)cc4)nnc-3c3cc(OC)c(OC)cc32)cc1
-0.95	0.74	x	COC(=O)c1ccc(CSc2nc(C)nc3sc(C)c(C)c23)o1
0.72	0.8	34	CCOn1c(=O)c(=O)n(OCc2ccccc2)c2ccccc21
-0.84	-0.83	-369	CC1=C(C(=O)OC(C)C)C(c2cccs2)N2C(=O)CCSC2=N1 (configuration not stated)
0.84	0.57	-3	Cn1c(O)c(N=NC(=O)Cn2ccc(C(F)(F)F)n2)c2ccccc21
-2.1	-1.1	44	Cc1ccnc(Nc2nc(-c3c(C)nc4sccn34)cs2)c1
1.3[10.8 µM]	1.3	x	COc1ccc(OCC(O)CN2C(=O)NC(C)(C)C2=O)cc1 (configuration not stated)
-1.2	0.59	x	Cc1cc(C(=O)CN2C(=O)NC3(CCCCC3)C2=O)c(C)n1Cc1ccc2c(c1)OCO2
-0.54	0.42	3	O=C(CSc1nc2ccccc2s1)Nc1nccs1
1.2	1.5	x	O=C(CNC(=O)c1cccc(F)c1)N/N=C/c1ccc(O)c([N+](=O)[O-])c1
-0.16	-1.1	18	O[C@H]1COC2C1OC[C@@H]2O (some centres not stated)
0.34	0.53	7	Cc1cc(C)n(C(=O)CNC(=O)c2ccco2)n1
-1.3	-0.81	x	Cc1cccc(N2CCN(C(=O)c3cc4c(=O)n(C)c5ccccc5c4n3C)CC2C)c1 (configuration not stated)
x	x	0	CCN(CC)C(=O)C(C(=O)c1cccc([N+](=O)[O-])c1)n1cc(Cl)ccc1=O (configuration not stated)
x	x	-53	COc1ccc(C(=O)NCC(=O)OCC(=O)NCCC2=CCCCC2)cc1
0.16	0.03	17	C=CCn1c(SCC(=O)Nc2c(C)cccc2C)nnc1-c1cnccn1
0.6	0.48	x	CCCNC(=O)COC(=O)c1ccc(S(=O)(=O)N2CCCCCC2)cc1
-0.87	-0.69	0	C[C@@H](C(=O)NCc1ccc(S(C)(=O)=O)cc1)[C@@H]1C[C@@]1(C)[C@@H](NC(=O)OCc1ccccc1)c1ccccc1
-1.1	-0.56	71*	Cc1cccc(CSCCNC(=O)c2ccc(CN3CCOCC3)cc2)c1
-0.9	-1.1	x	COc1ccc(NC(=O)c2c(C)oc3c2CCCC3)cc1
0.41	-0.07	6	CCN(CC)c1cc(C)c2ccccc2n1
x	x	19	CC(=O)c1ccc(N2CCN(CC(=O)Nc3ccccc3N3CCOCC3)CC2)cc1
-0.92	-0.91	-241	Cc1cc2c(C)cc(=O)oc2c2c1NCCC2
0.15	-0.35	14	COc1ccccc1NS(=O)(=O)c1cc(N/C(=N\S(=O)(=O)c2ccccc2)c2ccc(F)cc2)ccc1Cl
-0.86	0.02	-18	COc1cc2c(cc1NC(=O)CSc1nc3ccccc3[nH]1)oc1ccccc12
-0.99	-0.85	53	O=C(N/C(=C/c1cccc(Br)c1)c1nc(=S)[nH][nH]1)c1ccccc1
0.55	1.3	-12	CC(C)CC(=O)NC(=S)Nc1cccc(NC(=O)c2ccccc2)c1
0.35	-0.2	-46	Cc1ccc(OCC(=O)NNC(=O)c2cc(C)[nH]n2)cc1
-0.64	-0.42	5	CCOC(=O)c1[nH]c2ccccc2c1NC(=O)CCN1CC(C)OC(C)C1 (configuration not stated)
-0.69	-0.26	-420	O=C(c1ccco1)N1CCN(S(=O)(=O)Cc2ccc(Cl)cc2)CC1
-0.44	-0.61	12	COc1cc2c(cc1OC)CN(C(=S)Nc1ccc(C)cc1C)CC2
0.65	1.3	-17	COc1ccccc1C(=O)Nc1ccc(C2=NNC(=O)CC2C)cc1 (configuration not stated)
1	0.94	12	CC1=NN(C(=O)c2ccc(Cn3cc([N+](=O)[O-])cn3)cc2)C(O)(C(F)(F)F)C1 (configuration not stated)
0.17	-0.1	19	O=C1OC(/C=C/c2ccccc2)=NC/1=C/c1ccco1
0.08	0.01	-45	Cc1nonc1NC(=O)c1ccccc1Br
-0.91	-0.83	-4	C#CCONC(=O)c1cc(OCC(F)(F)F)ccc1OCC(F)(F)F
0.8	0.66	3	O=C(Nc1nccs1)c1ccc(NC(=O)c2ccco2)cc1
-0.16	-0.31	62	C=CCOc1ccc2c(OC)c3ccoc3nc2c1OC
-0.78	-1.1	-171	COc1ccccc1-c1nc(C(F)(F)F)c(OC)o1
0.1	-0.71	28	Cc1ccc(C(=O)NC2(C(F)(F)F)N=C3SCCN3C2=O)cc1 (configuration not stated)
2.6	2.7	0	CC(=O)NC1C(=O)N=C(SCc2ccccc2)NC1=O (configuration not stated)
2.2	3.1	-4	CCOC(=O)C1CCCN(C(=O)Cc2ccc(C)cc2)C1 (configuration not stated)
0.16	-0.12	0	CC(C)Cn1c(Cc2ccccc2)n[nH]c1=S
x	x	-272	CC(C)(C)c1ccc(Cn2nc(CC(=O)O)c3ccccc3c2=O)cc1
-0.26	0.24	x	O=C(Cc1ccc(Br)cc1)OCC(=O)N1CCc2ccccc2C1
1.3	1.1	8	O=C(NC1C2CC3CC(C2)CC1C3)C1CC1 (configuration not stated)
-2.3	-1.7	-29	Brc1cc(Br)c2ncnc(N3CCCCC3)c2c1
x	x	17	O=C(NC1CCN(C(=S)NCCc2ccccc2)CC1)C1CCCCC1
-0.62	-0.82	45	O=C(COC(=O)CC1CC2CCC1C2)NC(=O)NCc1ccco1 (configuration not stated)

# Going on with the list.
sdo1 growth	sdo1 growth Rescue 24 h	Insulin prom inh	Molecule
-0.57	0.56	x	N#Cc1ccc(-c2csc(NC(=O)c3ccc(S(=O)(=O)N4CCc5ccccc5C4)cc3)n2)cc1
-2	-0.69	-33	Cc1cc(C(=O)CSc2nnc(-c3ccccc3F)o2)c(C)n1Cc1cccs1
-0.05	-0.11	-128	Cc1cc(C)c2oc(C(=O)Nc3nnc(C(C)C)s3)cc(=O)c2c1
-0.68	-1.1	3	O=C(CSCc1c(Cl)cccc1Cl)Nc1nccs1
-0.52	-0.54	x	CCCC(=O)Nc1ccc(-c2cnc(-c3ccc(NC(=O)CCC)cc3)nc2)cc1
-2.1	-0.99	-22	O=C(/C=C/c1ccccc1Cl)c1cccnc1
0.01	-0.36	x	CCN1CCN(C(=O)c2cc3cc4cc(OC)ccc4nc3s2)CC1
-0.58	-0.86	u	COc1ccc(N2CC(C(=O)NCCC3=CCCCC3)CC2=O)cc1 (configuration not stated)
-1.5	-0.93	x	CCOC(=O)C1CCCc2c1[nH]c1c(C(N)=O)cccc21 (configuration not stated)
-0.55	-0.3	x	Cc1cccc(-n2c(C)cc(/C=N/NC(N)=S)c2C)c1
x	x	18	COc1ccc(Cl)cc1NC(=O)c1[nH]nc(OC)c1[N+](=O)[O-]
1.4	1.1	-32	CN(c1ccc(C(=O)NC2CC3CCC2C3)cc1)S(C)(=O)=O (configuration not stated)
0.97	1.8	x	COc1ccc(S(=O)(=O)NC(CC(=O)NCC2CCCO2)c2ccco2)cc1 (configuration not stated)
x	x	54	CCS(=O)(=O)Nc1ccc(C2=NN(C(C)=O)C(c3cccs3)C2)cc1 (configuration not stated)
-0.64	-0.47	-27	COC(=O)C1=C(CSCc2ccco2)NC(=O)NC1c1cc(C)ccc1C (configuration not stated)
x	x	32	Cc1cc(SCC(=O)N/N=C/c2ccco2)nc2ccccc12
0.63	1.6	x	Cc1ccc(C2CC(c3ccco3)n3ncnc3N2)cc1 (configuration not stated)
-0.43	-0.15	x	CCC(=O)Nc1nc2ccccc2n1Cc1ccccc1C
0.59	1	-15	CCN(CCO)c1ccc(-n2c(N)c(C(=O)OC)c3nc4ccccc4nc32)cc1
0.47	0.61	x	CCOc1ccc(Nc2nc3ccccc3n3nnnc23)cc1
0.26	0.76	29	COc1ccc(-c2cc(=O)c3cc(C)ccc3[nH]2)cc1
0.16	-0.67	-34	CC(=O)Oc1ccc(-c2csnn2)cc1
x	x	30	CCNC(=S)N/N=C/c1ccc(C(=O)O)cc1
-0.36	-0.52	-7	Cc1ncoc1C(=O)Nc1nccs1
0.19	0.38	50	CCOc1ccccc1CN1C(=O)c2ccccc2C1C(=O)NCC1CCCO1 (configuration not stated)
1.6	1.1	x	CC(=O)Nc1c(C)nn(-c2ccc(C)c(C)c2)c1C
x	x	0	COC(=O)C1=C(C)N(c2ccc(C)cc2)/C(=C/c2ccc(O)cc2)C1=O
0.73	0.86	x	Cc1cc(CSc2ccccc2)ccc1NC(=O)COc1ccccc1C
-0.87	-0.38	x	CCCNC(=O)NC(=O)CSc1nc2ccccc2n1CC(C)C
0.96	1.2	20	CCCCn1c(Nc2ccccc2)nc2ccccc21
0.72	0.5	x	COc1ccc(Sc2ccccc2CN(C)C)cc1OC
-1.2	-1.2	-46	CC1CC(=O)N(C)c2ccc([N+](=O)[O-])cc2N1 (configuration not stated)
x	x	0	O=C(OCc1cnc(Cl)s1)c1c(F)cccc1F
0.97	0.62	x	CN1CCN(CCCNC(=O)c2cc3c(=O)oc4ccccc4c3s2)CC1
0.01	-0.42	-22	COc1ccc(NC(=O)NCc2ccncc2)cc1
x	x	10	CCOC(=O)c1[nH]c(C)c(C(=O)N2CCN(c3ccc(OC)cc3)CC2)c1C
-1.5	-0.82	29	O=C1CCc2cc(S(=O)(=O)N3CCN(c4cccc(Cl)c4)CC3)ccc2N1
-1.5	-0.87	13	Cc1cccc(OCC(=O)N/N=C\c2cc3c(cc2[N+](=O)[O-])OCO3)c1C
0.85	0.58	-22	CC(C)NC(=O)C(C)n1cccc1C(=O)c1ccccc1 (configuration not stated)
x	x	-18	O=C(O)c1ccccc1NCCO
0.34	-0.26	3	O=S(=O)(c1ccc(Nc2ccc(-c3ccc4c(c3)OCCO4)nn2)cc1)N1CCCC1
-0.7	0.71	16	O=C(NC1CCCC1)c1cnn2c(C(F)(F)F)cc(-c3ccc4c(c3)OCO4)nc12
-0.8	-0.7	23	Cc1ccc2[nH]c(=O)c(C(c3nnnn3C(C)(C)C)N(Cc3ccco3)CC3CCCO3)cc2c1 (configuration not stated)
-0.5	-0.93	0	CN(C)c1nc2n(c(=O)n1)C(C#N)CS2 (configuration not stated)
1.8	1.8	x	COc1cc(C(=O)N2CCN=C2c2ccccc2)cc(OC)c1OC
0.73	-0.18	-16	CC(Sc1nnc(-c2ccc(C(C)(C)C)cc2)n1C)C(N)=O (configuration not stated)

# Entries listed so far that contain a furan ring, fused or not, in the order listed:
sdo1 growth	sdo1 growth Rescue 24 h	Insulin prom inh	Molecule
-0.95	0.74	x	COC(=O)c1ccc(CSc2nc(C)nc3sc(C)c(C)c23)o1
0.34	0.53	7	Cc1cc(C)n(C(=O)CNC(=O)c2ccco2)n1
-0.9	-1.1	x	COc1ccc(NC(=O)c2c(C)oc3c2CCCC3)cc1
-0.86	0.02	-18	COc1cc2c(cc1NC(=O)CSc1nc3ccccc3[nH]1)oc1ccccc12
-0.69	-0.26	-420	O=C(c1ccco1)N1CCN(S(=O)(=O)Cc2ccc(Cl)cc2)CC1
0.17	-0.1	19	O=C1OC(/C=C/c2ccccc2)=NC/1=C/c1ccco1
0.8	0.66	3	O=C(Nc1nccs1)c1ccc(NC(=O)c2ccco2)cc1
-0.16	-0.31	62	C=CCOc1ccc2c(OC)c3ccoc3nc2c1OC
-0.62	-0.82	45	O=C(COC(=O)CC1CC2CCC1C2)NC(=O)NCc1ccco1 (configuration not stated)
0.97	1.8	x	COc1ccc(S(=O)(=O)NC(CC(=O)NCC2CCCO2)c2ccco2)cc1 (configuration not stated)
-0.64	-0.47	-27	COC(=O)C1=C(CSCc2ccco2)NC(=O)NC1c1cc(C)ccc1C (configuration not stated)
x	x	32	Cc1cc(SCC(=O)N/N=C/c2ccco2)nc2ccccc12
0.63	1.6	x	Cc1ccc(C2CC(c3ccco3)n3ncnc3N2)cc1 (configuration not stated)
-0.8	-0.7	23	Cc1ccc2[nH]c(=O)c(C(c3nnnn3C(C)(C)C)N(Cc3ccco3)CC3CCCO3)cc2c1 (configuration not stated)
